Pf apPOL inh = Pf-apPOL DNA polymerase inhibition; Recombinant Pf-apPOL, molecular beacon fluorescence, 1.5 h; AID 1794808; 0.25% of 210,000 active; inhibition, % at 10 µM
mHTT CaM bind = mHTT-calmodulin interaction abrogation | P42858 | AlphaScreen His-mHTT/GST-CaM binding, luminescence | inhibition, % at 15 µM | 3.6% of 190,000 active | AID 1671202;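 note: 0% = both proteins with DMSO and 100% = one protein alone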
Numbers without * were called inactive; . = no result given; & = joins results of further samples. Cut-off read from the data, not from the text of the source: active = inhibition above about 50%; inactive = the rest.

Every second line gives: Pf apPOL inh | mHTT CaM bind
- Cc1ccc(NC(=O)C(=O)NCC(C)O)cc1C (configuration not stated)
    -8 | -1
- O=C(CSc1nnnn1-c1ccccc1)Nc1ncc([N+](=O)[O-])s1
    2 | 5
- Cn1c(-c2cccs2)nn(CCNS(=O)(=O)C=Cc2ccccc2)c1=O
    -9 | -6
- Cc1ccccc1CN(C)CCc1ccccn1
    2 | -3
- O=C(COc1ccccc1)Nc1ccc2c(c1)Sc1ccccc1C(=O)N2C1CC1
    -2 | 7
- O=C(COc1ccccc1[N+](=O)[O-])Nc1cc(-c2nc3ccccc3o2)ccc1Cl
    -5 | 1
- COc1ccc(C2CC(c3cccc(C)c3)n3ncnc3N2)cc1 (configuration not stated)
    0 | 20
- CN(C)c1ccc(C(=O)NN=Cc2ccc(N(C)C)cc2Cl)cc1
    -3 | .
- COC(OC)C12c3ccccc3C(c3ccccc31)C1C(=O)N(c3nccs3)C(=O)C12 (configuration not stated)
    -1 | 24
- Cc1ccc(-n2[nH]c(C)c(C=Nc3cc(Cl)ccc3O)c2=O)cc1
    -5 | 9
- C1CCCC(NCCN2CCOCC2)CCC1
    -3 | 1
- CCN(CC)c1nc(C)nc2sc(C(=O)Nc3ccc(F)cc3)c(C)c12
    -3 | 1
- O=c1oc2ccc(Cl)cc2cc1-c1nnc(-c2ccccc2)o1
    -3 | -3
- CCOc1ccc(N=C2C(=O)N(CN3CCCC(C)C3)c3ccccc32)cc1 (configuration not stated)
    -1 | 10
- Cc1ccnc(N2CCCC(C(=O)NCC3CCN(Cc4ccccc4C)CC3)C2)n1 (configuration not stated)
    0 | 4
- COc1ccc(-c2ncc3c(n2)CCN(C(=O)c2cc(F)ccc2Cl)C3)cc1
    -2 | -7
- CC(=O)NC(=Nc1nc(C)cc(C)n1)Nc1cccc(C)c1C
    -2 | 0
- Cc1cc(=O)[nH]c(SCC(=O)c2ccc(O)c(O)c2)n1
    -13 | -3
- O=C(COc1ccc(Br)cc1Cl)Nc1ccncc1
    -5 | -2
- CCOC(=O)c1csc(NC(=O)c2cccc(N3C(=O)CCC3=O)c2)n1
    -3 | 4
- COCc1ccc(-c2c(-c3ccc(OC)cc3)sc3ccccc23)cc1
    -7 | -74
- CCCOc1ccc(N2C(=O)C3C4C=CC(C)(O4)C3C2=O)cc1 (configuration not stated)
    26 | 1
- C=CCSc1nnc2c(n1)OC(c1cc3c(cc1[N+](=O)[O-])OCO3)Nc1ccccc1-2 (configuration not stated)
    0 | 93*
- O=c1cnn(Cc2ccccc2)c(=O)n1Cc1ccccc1
    5 | -15
- COc1cccc(C(CNC(=O)C(=O)Nc2cc(C)nc3ccccc23)N2CCOCC2)c1 (configuration not stated)
    2 | 12
- Cc1nc(OCC(=O)Nc2c(C)cccc2C)c2ccccc2n1
    0 | 2
- Cc1ccc(N2C(=O)C(C)SC23C(=O)Nc2ccccc23)cc1 (configuration not stated)
    2 | 1
- COc1cccc(/C=C2\NC(=O)N(Cc3ccc(Br)cc3)C2=O)c1OC
    -4 | 12
- CC1CCN(CCOc2cccc(Br)c2)CC1
    0 | -2
- Cc1ccccc1NC(=O)CN1C(=O)NC2(CCCCC2)C1=O
    -1 | -3

An excerpt of these results, with tabs.
structure	Pf apPOL inh	mHTT CaM bind
COc1ccc(-c2ncc3c(n2)CCN(C(=O)c2cc(F)ccc2Cl)C3)cc1	-2	-7
CC(=O)NC(=Nc1nc(C)cc(C)n1)Nc1cccc(C)c1C	-2	0
Cc1cc(=O)[nH]c(SCC(=O)c2ccc(O)c(O)c2)n1	-13	-3
O=C(COc1ccc(Br)cc1Cl)Nc1ccncc1	-5	-2
CCOC(=O)c1csc(NC(=O)c2cccc(N3C(=O)CCC3=O)c2)n1	-3	4
COCc1ccc(-c2c(-c3ccc(OC)cc3)sc3ccccc23)cc1	-7	-74
CCCOc1ccc(N2C(=O)C3C4C=CC(C)(O4)C3C2=O)cc1 (configuration not stated)	26	1
C=CCSc1nnc2c(n1)OC(c1cc3c(cc1[N+](=O)[O-])OCO3)Nc1ccccc1-2 (configuration not stated)	0	93*
O=c1cnn(Cc2ccccc2)c(=O)n1Cc1ccccc1	5	-15
COc1cccc(C(CNC(=O)C(=O)Nc2cc(C)nc3ccccc23)N2CCOCC2)c1 (configuration not stated)	2	12
Cc1nc(OCC(=O)Nc2c(C)cccc2C)c2ccccc2n1	0	2
Cc1ccc(N2C(=O)C(C)SC23C(=O)Nc2ccccc23)cc1 (configuration not stated)	2	1
COc1cccc(/C=C2\NC(=O)N(Cc3ccc(Br)cc3)C2=O)c1OC	-4	12
CC1CCN(CCOc2cccc(Br)c2)CC1	0	-2
Cc1ccccc1NC(=O)CN1C(=O)NC2(CCCCC2)C1=O	-1	-3

Returning to the listing with the 2 entries that preceded the break.
Every second line gives: Pf apPOL inh | mHTT CaM bind
- CC1CCN(CCOc2cccc(Br)c2)CC1
    0 | -2
- Cc1ccccc1NC(=O)CN1C(=O)NC2(CCCCC2)C1=O
    -1 | -3
- O=C1C(C=NCCc2c[nH]c3ccccc23)=C(O)c2ccccc21
    -1 | 34
- Cc1ccnc(Nc2nc(-c3ccccn3)cs2)c1
    -1&-3 | 100*
- CCCCC(CC)CNS(=O)(=O)c1ccc(OCC)c2ncccc12 (configuration not stated)
    -4 | 3
- CCC(=O)N1CCC(CCOc2cccc(F)c2)CC1
    -1 | -11
- CCOc1ccccc1NC(=O)c1ccc(F)c(S(=O)(=O)N(C)Cc2ccccc2)c1
    -2 | -18
- CCNc1cc(N2CCCC(CCC(=O)N3CCN(c4ccccc4)CC3)C2)ncn1 (configuration not stated)
    -6 | 15
- COc1ccccc1NC(=O)N1CCC(c2nnc(-c3ccccc3OC)s2)CC1
    -7 | 5
- O=C(NCc1ccccc1F)C1CCCN(C(=O)c2ccccc2Cl)C1 (configuration not stated)
    -18 | 26
- CC(C)NC(=O)c1ccccc1Sc1ccccc1
    -4 | .
- Cc1sc(C(=O)N2CCCC2)c2ncnc(NCc3ccc(F)cc3Cl)c12
    -3 | 8
- COc1cc([N+](=O)[O-])c(C#N)c(Cl)c1OC
    1 | .
- CC(C)(C)CC(C)(C)NC(=O)c1cccc(N=Cc2ccccc2O)c1
    3&-5 | .
- CCN1CCN(C(=O)c2ccc(-c3ccsc3)nc2)CC1
    -9 | -5
- CC(C)(C)c1ccc(C(O)CCCN2CCC(C(O)(c3ccccc3)c3ccccc3)CC2)cc1 (configuration not stated)
    -9&2 | .
- CC(C)c1nc2c(c(=O)n1CC(=O)Nc1ccccc1)CCN(Cc1ccccc1)C2
    -1 | 7
- CCOC(=O)CC1(NC(=O)N2CCCC2c2cccc(F)c2)CCCCC1 (configuration not stated)
    -1 | 10
- CCOC(=O)Cn1c2c(c(C(F)(F)F)cc1=O)C(=O)CCC2
    18 | .
- COCCNC(=O)C1COC2(CCCCC2)N1C(=O)c1ccc(Cl)c(Cl)c1 (configuration not stated)
    -1 | -8
- Cc1cc(C(=O)Nc2ncc([N+](=O)[O-])s2)ccc1[N+](=O)[O-]
    -2 | 18
- CCC1(CC)OC2c3cc([N+](=O)[O-])ccc3OCN2c2ccccc21 (configuration not stated)
    -1 | 17
- O=S(=O)(NCc1ccco1)c1cccs1
    -1 | 0
- CC(=O)N1CCc2cc(Br)cc(S(=O)(=O)Nc3ccc(C(C)C)cc3)c21
    6 | 15
- CCC(=O)c1ccc(N2CCN(CCC#N)CC2)c(F)c1
    7 | -4
- CCCNC(=O)N1CC(c2nc(-c3cccnc3)no2)C2(CCOCC2)C1 (configuration not stated)
    -4 | 0
- CCC(=O)Nc1cccc(-c2noc(C3CCCN(C(=O)c4ccc(C)cc4C)C3)n2)c1 (configuration not stated)
    -3 | 0
- Oc1c(Cl)cc(Cl)cc1C=NCc1ccccc1
    4 | .
- CC1=NN(c2ccccc2)C(=O)/C1=C/c1ccc(OCc2ccc(F)cc2)cc1
    2 | 2
- COc1cc(C2C3=C(CCCC3=O)Nc3ccc4ncccc4c32)ccc1OCc1ccccc1 (configuration not stated)
    -1 | 100*
- NS(=O)(=O)c1ccc(CN(C(=O)CCC(=O)O)C2CC(=O)N(c3ccccc3)C2=O)cc1 (configuration not stated)
    -4 | 2
- Cn1cc(C2=CCN(C(=O)Cc3ccccc3F)CC2)c2cccnc21
    1 | 28
- COCC(C)(O)CNC(=O)C=Cc1ccc2c(c1)OCO2 (configuration not stated)
    -3 | -2
- CN(C)c1ncncc1N1CCC(C(=O)NCc2cccnc2)CC1
    0 | 3
- O=C(Nc1cccc(C(F)(F)F)c1)/C(=C/c1ccco1)NC(=O)c1ccsc1
    4 | 14
- COc1ccc(OC)c(/C=C2/N=C(C3CCCCC3)OC2=O)c1
    -2 | -4
- N#Cc1ccc(C2=COC3(CCCN(C(=O)c4ccccc4)C3)C2)cc1 (configuration not stated)
    -9 | 2
- CCOc1nccnc1N1CCC(NC(=O)NCc2ccco2)C1 (configuration not stated)
    1 | 2
- COc1cccc(C2C=C(c3ccc(F)cc3)Nc3ncnn32)c1OC(F)F (configuration not stated)
    -5 | 73*
- CC(C)C(=O)NC(Nc1ccc(Cl)cc1)C(Cl)(Cl)Cl (configuration not stated)
    -5 | -11
- C=CCc1cc(OC)ccc1OCC(O)CN1CCN(C(=O)OCC)CC1 (configuration not stated)
    1 | 29
- COc1ccc(-c2cc(C(=O)NCc3ccc4c(c3)OCO4)c3ccccc3n2)cc1
    0 | 12
- CCc1ccc(S(=O)(=O)N2CCC3(CC2)NCCN=C3NC2CCCCCC2)cc1
    -5 | 2
- CCOc1ccc(N2CCN(C(=O)C(C)C)C(C)C2=O)cc1 (configuration not stated)
    -3 | -1
- O=C1c2cc(N3CCOCC3)c([N+](=O)[O-])cc2C(=O)N1c1cccc2c1CCCC2
    0 | 26
- COc1ccccc1NC(=O)N1CCC2(CC1)NC(=O)c1cc(Cl)ccc1N2C
    -7 | -6
- CCOc1ccc(N2CCN(C(=O)c3ccc(C)cc3)C(C)C2=O)cc1 (configuration not stated)
    -3 | -2
- C=CCC1(NCc2ccccc2)CCCC1
    -6 | -9
- O=C(CCc1nc(-c2cccs2)no1)NCCC1=CCCCC1
    1 | -6
- O=c1cc(-c2ccc(F)cc2F)[nH]c2ccc(F)cc12
    2 | -1
- C=C1CCN([C@@H](CC(C)C)C(=O)NN2CCOCC2)S(=O)(=O)c2ccccc21
    -4 | 0
- CN(CC(=O)N1N=C(c2cccn2C)CC1c1ccc(Cl)cc1)C(=O)C1CCC1 (configuration not stated)
    -5 | 49
- O=C(c1ccc2[nH]ccc2c1)N1CCc2nc3cc(-c4ccccc4Cl)[nH]n3c(=O)c2C1
    23 | 96*
- COc1ccc(N2CCN(C(=O)c3sc4nc(-c5ccccc5)cn4c3C)CC2)cc1
    -4 | -1
- Cc1cccc(CNC(=O)c2cccc(N3CCNC(c4ccccc4)C3)n2)c1 (configuration not stated)
    -15 | 44
- CC(CO)C1CCC2C3CC(O)C45CC4CCC5(C)C3CCC12C (configuration not stated)
    -4 | -2
- COc1cc(Cl)c(C)cc1NC(=O)c1cc(OC)c(OC)c(OC)c1Br
    -12 | 4
- Cc1ccccc1OCC(=O)N1CC2CC(NC(=O)c3cccs3)C1C2 (configuration not stated)
    -6 | 8
- CCNC(=O)N(C)CC(=O)N1N=C(c2ccc(C)c(C)c2)CC1c1ccccc1 (configuration not stated)
    0 | 41
- COc1cccc2cc(C(=O)NCCn3nc(-n4ccnc4C)ccc3=O)oc12
    -5 | -11
- CCCN(CCC)C(=O)c1ccccc1Cl
    -3 | 2
- COc1ccc(N2CCN(CC(O)c3ccc(C)cc3C)CC2)cc1 (configuration not stated)
    -2 | -1

New compounds follow:
Every second line gives: Pf apPOL inh | mHTT CaM bind
- CCOC(=O)N1CCN(S(=O)(=O)c2ccc(OC)c(Br)c2)CC1
    -10 | 0
- CCN1CCN(c2ccc(-c3nc(-c4cccc(C)c4)no3)cn2)CC1
    2 | 1
- COCCCNC(=O)Cn1c(C)c(C#N)c2ccccc21
    -7 | -5
- Cc1cc(C)nc(SCC(=O)Nc2cc(C)on2)n1
    -8 | 0
- COc1ccc(N2CCN(C(=O)Nc3ccccc3)CC2)cc1
    -7 | 2
- CSc1ncccc1C(=O)N1CCC(CCOc2ccc(F)cc2)CC1
    -7 | 29
- c1ccc(-n2cnc3cnccc32)cc1
    . | -5
- CSc1oc(-c2cccs2)nc1S(=O)(=O)c1ccccc1
    -1 | 2
- O=C(c1ccc2c(c1)OCO2)N1CCC(CCOc2ccccc2F)CC1
    2 | 35
- COc1ccc(CNC(=O)CCC2CCCN(C(=O)Nc3ccc(C)cc3)C2)cc1 (configuration not stated)
    -6 | 14
- ON=Cc1ccc(C#Cc2ccccc2)cc1
    0 | .
- Cc1ccc(C2C(=O)N(C3CCCCCC3)CC(=O)N2Cc2ccc3c(c2)OCO3)cc1 (configuration not stated)
    -13 | -12
- COc1cccc(NS(=O)(=O)c2ccc3[nH]c4c(c3c2)CCCCC4)c1
    -1 | 98*
- CCOc1ccccc1NS(=O)(=O)c1cccnc1
    -7 | -1
- CCCN(Cc1ccsc1)C(=O)NCc1ccc(F)cc1
    -11 | -14
- O=C(c1ccc(Oc2ccccc2)cc1)N1CC(c2nc3ccccc3[nH]2)C1
    -28 | 100*
- Cc1ccccc1OCc1ccc(-c2nc(C#N)c(NCc3cccnc3)o2)o1
    -8 | 54*
- O=S(=O)(Nc1ccc(F)cc1)c1ccc2[nH]c3c(c2c1)CCCC3
    -4 | 98*
- Cc1ccc(C2=NNC(C)(C3(C)NN=C(c4ccc(C)cc4)S3)S2)cc1 (configuration not stated)
    . | 41
- O=C1CC2CS(=O)(=O)CC2N1c1cccc(Cl)c1 (configuration not stated)
    -4 | -3
- Cc1ccc(C(=O)NCC(C)NC(=O)c2ccc(C)o2)o1 (configuration not stated)
    -2 | -3
- Cc1cccc(NC2=C([N+](=O)[O-])CS(=O)(=O)C2)c1
    3 | 0
- CCOc1ccc(NC(=O)c2nc(C)oc2C)cc1
    -4 | 2
- COc1cc(C=C2Oc3c(ccc(OCC(C)=O)c3C)C2=O)cc(OC)c1OC
    1 | 6
- O=S(=O)(c1ccccc1)c1cccs1
    -13 | -6

From PubChem BioAssay
